Screening results as filed in PubChem.
PLCb3 inh = blocks human PLC-beta3 enzyme activity; Q01970; Purified PLC-beta3, fluorogenic substrate, fluorescence; inhibition, % at 12.2 µM; actives 0.18% (n = 370,000); in the data active = inhibition above about 11%;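 also: 0% = median of compound wells on plate and 100% = full blocker control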
PG9 Ab binder = binds the HIV-1 gp120 antibody PG9. AID 624416. TR-FRET gp120-PG9 antibody binding. actives 0.43% (n = 360,000). inhibition, % at 6.7 µM; in the data active = inhibition above about 8.5%
hgDAF-12 ag = hgDAF-12 agonism, primary luciferase screen; HEK293 GAL4-hgDAF12 UAS-luciferase reporter, agonist luminescence; normalized to butyrate control; activation, % at 6.8 µM; actives 1.8% (n = 370,000);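 active = activation above a cutoff set at the mean of all screened compounds plus 3 SD, cut at about 10% in these data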;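 also: 0% = DMSO wells and 100% = sodium butyrate wells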
hcDAF-12 act = activates DAF-12 receptor from parasite H. contortus. HEK293 hcDAF-12 lit1-tk-luc reporter, luminescence; 0% DMSO, 100% Δ7-dafachronic acid. activation, % at 6.8 µM. AID 652067. actives 1.4% (n = 370,000);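 active = activation above the mean of all tested compounds plus 3 SD, cut at about 5.5% in these data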;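 also: 100% = response to 3 µM Δ7-dafachronic acid high control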
ssDAF12 agonist = activators of S. stercoralis DAF-12 nuclear receptor. HEK293 ssDAF-12/GRIP1 lit1-tk-luc reporter, luminescence; % of 3 µM dafachronic acid response. activation, % at 6.8 µM. actives 1% (n = 370,000);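 active = activation above the mean over all tested compounds plus 3 SD, cut at about 0.9% in these data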;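 also: 0% = DMSO-only wells and 100% = 3 µM delta7-dafachronic acid wells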
FXN GAA850 act = frataxin GAA850 promoter activation; HEK293 lucGAA850 FXN promoter luciferase reporter, 24 h; percent of 10 µM SAHA response; activation, % at 6 µM; actives 0.56% (n = 360,000); AID 540364;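 active = activation above the average of all compounds screened plus 3 SD, cutoff fixed separately per campaign, cut at about 7.5% in these data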;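 also: 0% = DMSO wells and 100% = 10 µM SAHA wells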
sPLA2-III inh = Inhibits HGIII-sPLA2 liposome hydrolysis, primary screen; Q9NZ20; QFRET BODIPY PC-A2 liposome hydrolysis, fluorescence; inhibition, % at 12.2 µM; actives 0.56% (n = 370,000); AID 743126;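 active = inhibition above mean plus 3 SD of compounds lying within the high and low control bounds, cut at about 19% in these data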;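 also: 0% = median of test compound wells and 100% = no enzyme DMSO wells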
Target sequence (Q9NZ20 whole entry, looked up): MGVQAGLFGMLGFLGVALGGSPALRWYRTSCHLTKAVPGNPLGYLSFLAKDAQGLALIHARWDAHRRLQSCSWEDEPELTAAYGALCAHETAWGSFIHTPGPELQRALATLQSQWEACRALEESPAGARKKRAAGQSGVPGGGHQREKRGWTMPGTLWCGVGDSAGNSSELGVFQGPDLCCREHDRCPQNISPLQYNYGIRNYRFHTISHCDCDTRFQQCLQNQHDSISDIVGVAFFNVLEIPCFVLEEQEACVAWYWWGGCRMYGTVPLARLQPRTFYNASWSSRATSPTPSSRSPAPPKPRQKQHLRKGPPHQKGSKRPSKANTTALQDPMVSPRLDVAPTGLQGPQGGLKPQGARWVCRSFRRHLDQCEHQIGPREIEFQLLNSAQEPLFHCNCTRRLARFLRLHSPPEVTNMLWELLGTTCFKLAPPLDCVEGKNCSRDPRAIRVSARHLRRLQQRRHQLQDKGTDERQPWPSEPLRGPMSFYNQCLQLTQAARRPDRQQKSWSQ
DAX1 inh-1 = inhibitors of DAX1 repression of SF-1 activated StAR promoter. HEK293T StAR-luciferase reporter, SF-1/DAX-1 repression relief. inhibition, % at 6.8 µM. actives 1.1% (n = 370,000). AID 652010;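 active = inhibition above the mean over all tested compounds plus 3 SD, cut at about 3.6% in these data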;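 also: 0% = DAX-1 cells with DMSO and 100% = cells lacking DAX-1 with DMSO; higher inhibition means more luminescence from relief of DAX-1 repression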
SMARCA2 activ = SMARCA2 function activation, primary screen; actives 1% (n = 370,000); MG213 cells, MMTV-luciferase reporter, dexamethasone, overnight; activation, % at 9.1 µM; AID 652017; in the data active = activation above about 7.8%;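 also: 0% = vehicle wells and 100% = reference activator wells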
DAX1 inh-2 = inhibits human nuclear receptor DAX1; P51843; HEK293 Gal4-DAX1 luciferase reporter, luminescence; inhibition, % at 6.75 µM; actives 0.99% (n = 340,000); AID 504766;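 active = inhibition above the mean over all tested compounds plus 3 SD, cut at about 4.2% in these data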;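 also: 0% = DAX1-transfected cells with DMSO and 100% = empty-vector control cells with DMSO; inhibition shows as a rise in luminescence from relieved DAX1 repression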
Rev-erbA mod = modulators of human Rev-erb alpha DNA binding. activity, % at 10 µM. actives 0.79% (n = 370,000). P20393. Rev-erbα–FITC-DNA binding, fluorescence polarization, 90 min;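 active = activity above about 14%, limit read from the data; passing the limit was not always enough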;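 also: 0% = DMSO wells with 35 nM protein and 100% = DMSO wells with 750 nM protein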
Target sequence (P20393 whole entry, looked up): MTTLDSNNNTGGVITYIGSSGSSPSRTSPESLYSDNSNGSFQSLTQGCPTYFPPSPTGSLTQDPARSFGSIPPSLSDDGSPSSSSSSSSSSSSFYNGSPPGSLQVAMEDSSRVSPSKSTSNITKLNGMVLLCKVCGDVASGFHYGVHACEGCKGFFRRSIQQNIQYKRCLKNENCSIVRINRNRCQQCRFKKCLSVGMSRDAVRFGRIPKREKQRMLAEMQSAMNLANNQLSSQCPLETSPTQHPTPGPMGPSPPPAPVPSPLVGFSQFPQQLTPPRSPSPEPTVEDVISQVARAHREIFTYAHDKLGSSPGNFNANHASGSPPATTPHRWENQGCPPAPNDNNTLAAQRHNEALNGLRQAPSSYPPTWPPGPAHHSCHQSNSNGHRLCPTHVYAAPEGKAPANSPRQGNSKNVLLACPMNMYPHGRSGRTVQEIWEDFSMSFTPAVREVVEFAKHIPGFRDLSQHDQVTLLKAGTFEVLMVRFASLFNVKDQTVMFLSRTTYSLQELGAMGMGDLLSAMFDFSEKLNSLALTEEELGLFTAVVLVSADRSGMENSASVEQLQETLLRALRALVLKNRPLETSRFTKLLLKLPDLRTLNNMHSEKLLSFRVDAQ
* marks the source's active call; other numbers are inactive results; i = inactive; . = no result given; & = joins results of further samples.

Values run as follows: PLCb3 inh, PG9 Ab binder, hgDAF-12 ag, hcDAF-12 act, ssDAF12 agonist, FXN GAA850 act, sPLA2-III inh, DAX1 inh-1, SMARCA2 activ, DAX1 inh-2, Rev-erbA mod
> Cc1ccccc1NS(=O)(=O)c1cc2c3c(c1)C(C)C(=O)N3CCC2 (stereo not given)
→ -8.3, -2.9, 2.2, -2.6, -1.4, 2.4, -34.5, -2.1, 0.4, -0.8, -3.0
> CC12CCC(C(=O)N(CSC(=S)N/N=C\c3ccccc3Cl)C1=O)C2(C)C (stereo not given)
→ -1.3, -0.9, 1.6, -0.3, -1.1, -0.2, -3.0, -0.2, -1.6, 0.7, 10.0
> CCOC(=O)Nc1ccc2ncn(C)c(=O)c2c1
→ 1.5, -0.4, -0.1, 0.8, -1.4, -3.1, -6.6, -0.6, -1.4, 1.6, -0.2
> Cc1cc(C)cc(NS(=O)(=O)c2ccc(NC(=S)Nc3ccccc3)cc2)c1
→ 4.9, -0.5, -0.6, 0.1, -0.7, -0.8, 1.1, 0.8, -2.8, 0.1, -1.0
> C=CCn1c2ccccc2c2nnc(SCc3ccc4nonc4c3)nc21
→ -2.0, 0.3, -1.9, 1.3, -0.7, -1.2, 1.3, -0.8, -3.2, 1.6, 3.4
> O=C1CCC(C(=O)N2CCCC(Nc3ccc(F)cc3)C2)=NN1 (stereo not given)
→ -8.6, -0.4, 0.0, -1.3, 0.0, -0.2, 12.0, 0.1, -2.6, -0.1, 3.6
> CN(CC(=O)Nc1ccccc1Br)C(=O)c1cccn1C
→ 1.8, -0.1, -0.8, 0.9, -1.1, -0.5, -6.9, -0.2, -0.1, -0.5, -7.7
> O=[N+]([O-])c1cc(Cl)cc(/C=N/n2cnnc2)c1O
→ 0.0, -2.4, -2.3, 0.1, -1.4, -0.9, -3.6, -1.1, -2.1, -0.7, 4.6
> CC1CCN(C2CC(=O)N(c3ccccc3)C2=O)CC1 (stereo not given)
→ 5.3, -1.3, 2.7, -1.2, -0.7, 2.1, -1.0, 0.3, 1.3, -0.2, 2.6
> CC(=O)OC[C@@H]1CN(Cc2ccccc2)C[C@H](n2cnc3c(N4CCOCC4)ncnc32)O1
→ -0.5, -0.7, 1.9, 0.9, -0.9, -0.8, -9.9, 0.2, 0.4, ., 10.8
> O=C(Oc1ccc(C(=S)N2CCOCC2)cc1Cl)c1ccccc1F
→ -0.3, -1.4, 0.4, -2.0, -1.4, 2.2, -2.9, -0.1, -1.8, -1.4, -3.8
> O=C(c1ccc(Cl)cc1)C1CCN(C(=O)N2CCOCC2)CC1
→ 1.7, 0.1, -0.8, -1.1, -1.1, -1.0, -1.3, -0.5, -4.1, 1.1, -6.1
> COc1cc(OC)c(C(=O)CCCN2CCCC2)c(OC)c1
→ 2.0, -0.3, -2.3, -1.3, -0.7, -3.2, 1.6, 0.1, -2.5, -1.1, -5.1&-7.5
> Nc1ccc2c(c1)C(=O)c1ccccc1C2=O
→ -10.6, -11.6, 17.2*, 7.3*, 0.8, 0.8, 13.8, 10.3*, 11.7*, 2.1, 6.8
> C=CCNC(=O)C1CC(=O)N(c2ccc(OCC(=O)Nc3ccc(OC)cc3)cc2)C1 (stereo not given)
→ 2.8, -0.4, -0.1, -1.4, -1.1, 0.4, 3.1, -0.9, -2.1, 0.3, 4.8
> CCOC(=O)c1ccc(NC(=O)CSc2nncn2-c2cccnc2)cc1
→ -2.2, -0.6, 0.8, 0.4, -1.6, -1.0, -5.1, -0.8, 0.7, -0.6, -1.1
> CCCCCOc1ccccc1C(=O)NCCC(=O)O
→ 6.8, -1.0, -1.2, -1.6, -0.7, -1.6, 1.9, -0.1, -2.9, 1.5, -5.0
> O=C(c1ccc2c(c1)OCO2)C1CCCN(C2CCN(CCc3ccccc3)CC2)C1 (stereo not given)
→ -3.5, -4.4, 0.3, -2.6, -1.1, 0.3, -16.6, 0.6, 3.8, -1.4, -1.8
> C=C(C)CN=C1SC(C(=O)Nc2sc3c(c2C(=O)OC)CCC3)C(N)=C1C(N)=O (stereo not given)
→ -20.3, -0.2, 0.4, 2.7, -1.1, -1.4, -20.6, -0.1, -2.2, -0.9, -3.9
> COc1ccc(/C=C2\SC(=NCc3ccccc3)N(Cc3ccccc3)C2=O)cc1OC
→ -0.4, 0.7, 1.7, 3.6, -0.8, 4.6, 8.9, 0.2, -2.6, -0.1, 7.1
> CN(C)C(=N)c1n[nH]nc1SCc1ccccc1
→ -3.8, -1.3, -0.4, -0.8, -1.0, 0.6, 5.5, 1.6, -2.6, 0.8, -0.5
> CC(NC(=O)C1CSC2(C)CCC(=O)N12)c1ccccc1Cl (stereo not given)
→ -2.6, 1.5, -0.1, 0.2, -0.4, 1.1, -3.0, 0.2, -2.6, -0.3, 1.1
> CN(c1cccnc1)c1ccc(NC(=O)Cc2cn(Cc3ccccc3)c3ccccc23)cc1Br
→ -13.4, -0.3, -1.4, -2.7, -1.3, ., -1.4, -0.9, -5.4, ., 4.1
> COc1ccc(C(=O)/C=C/c2cccs2)c(OC(=O)c2cccc([N+](=O)[O-])c2)c1
→ 0.1, -2.1, 2.5, -0.7, -1.3, 0.1, 0.2, 0.4, -0.7, 0.6, -1.8
> O=C(c1cc2ccccc2oc1=O)N(Cc1cccs1)Cc1cccs1
→ -1.5, -0.3, -0.6, -2.2, -1.7, -0.3, -3.4, -0.4, -3.1, 0.2, -0.8
> COc1cccc(CNC(=O)N[C@@H](C)C(=O)O)c1
→ -5.5, 0.4, 1.0, -2.2, -1.1, 1.7, 5.5, -0.3, 1.8, 2.5, 0.5
> Cc1ccc(S(=O)(=O)CCC(=O)OCC(=O)NC(C)c2ccc(F)cc2)cc1 (stereo not given)
→ -8.4, -0.9, 0.7, -1.7, -1.3, 0.8, 5.2, -0.5, -0.6, 2.6, 1.1
> CCc1nnc(NC(=O)CN2CCN(c3ccccc3F)CC2)s1
→ -5.1, -0.3, -2.6, -1.9, -1.4, -0.2, 0.8, 0.9, 1.8, 2.1, 7.9
> CN(Cc1ccon1)C(=O)C1CCC(=O)N(Cc2ccc(Cl)cc2)C1 (stereo not given)
→ -0.3, -2.4, -0.4, -0.5, -0.5, -0.4, -4.0, 1.5, 2.2, 0.0, 2.4
> CN(C)c1ccc(NC(=O)CSc2nnc(C3CCCCC3)n2N)cc1
→ -4.0, -7.2, 4.4, -0.8, -0.9, 1.5, 5.0, 0.7, 0.1, 0.1, -1.9
> CCN(CC)CCN(C(=O)c1cccc([N+](=O)[O-])c1)c1nc2ccc(OC)cc2s1
→ -6.4, 0.1, -0.6, 0.4, -1.3, -2.8, 8.2, 0.1, 0.2, -1.0, -1.6
> Cc1c(NC(=O)COc2ccccc2Cl)c(=O)n(-c2ccccc2)n1C
→ 2.4, 0.5, 0.5, -2.5, -0.9, 1.5, 3.0, -0.1, 0.4, -0.4, 3.8
> COC(=O)c1ccc(C(=O)OC)c(NC(=S)N2CC(C)CC(C)C2)c1 (stereo not given)
→ -195.7, 0.7, 1.9, -1.5, -1.4, 2.0, 16.1, -0.2, -3.0, -0.2, -4.1
> CCCCOc1ccc(CSC(CC(=O)O)C(=O)O)cc1 (stereo not given)
→ 1.8, -0.1, 2.0, -0.6, -0.8, -1.7, 6.6, -0.3, 0.0, 0.1, -9.8
> Nc1ccc(N2CCN(C(=O)c3cccs3)CC2)cc1
→ -2.3, -20.5, -2.2, -0.6, -1.9, -5.5, -6.5, -0.8, 0.6, 0.2, -9.2
> Cc1cccc(NC(=O)N2CCC(NC(=O)c3ccco3)CC2)c1
→ -0.3, 0.7, -1.8, -1.7, -1.1, 2.4, 3.8, -0.2, -3.4, 0.4, -5.5
> NNC(=O)c1ccc(COc2ccc([N+](=O)[O-])cc2)o1
→ -5.8, -0.3, 2.4, -0.2, -1.6, 0.6, -6.5, -0.8, -2.1, -0.3, -1.6
> CCOc1ccccc1C=NNC(=O)C1CC1
→ -0.3, 1.3, 0.5, 0.7, -1.3, -0.8, 0.6, -0.3, 5.2, -0.9, -5.1
> COc1ccc(C2=C(Nc3ccc(C)cc3)c3ccccc3C2=O)cc1
→ -2.3, -4.5, -2.4, -1.6, -0.3, -0.6, 13.1, -0.8, -4.5, -0.8, -4.1
> CC(=O)c1cc(CC(=O)N2CCc3c([nH]c4ccccc34)C2c2ccccn2)cs1 (stereo not given)
→ -1.1, -2.8, -4.5, 0.9, -0.8, 2.1, -15.4, -0.8, -0.5, 0.6, 4.0
> COC(=O)c1cccc(N2C(=O)C3CC=CCC3C2=O)c1 (stereo not given)
→ 3.2, -0.2, -0.8, -0.7, -0.6, -0.9, -1.4, 0.7, -1.4, -2.0, -2.3
> CCCCc1ccccc1NC(=S)NC1CCCC1
→ -4.7, -1.6, -0.9, -0.9, -0.7, 0.2, 15.4, 0.1, 0.3, -0.3, 2.0
> Cc1c(CC(=O)NC(C)C)c(=O)oc2cc3c(cc12)CCC(C)(C)O3
→ -239.2, -0.6, 7.0, 0.4, 0.2, 1.2, 3.1, 0.2, 6.0, 0.4, 0.0
> O=C(NCC(=O)N1CCCC1)c1ccc(Br)cc1
→ -4.8, 1.6, 1.6, 0.6, 0.1, 1.4, 2.5, 0.2, 0.5, 0.5, 2.5
> COC(=O)C1=C(C(=O)OC)[C@@H]2N(C)c3ccccc3[C@@]23C[C@@H](C(=O)OC)N(C(=O)c2ccc(Br)cc2)C3=N1
→ -2.0, 0.0, -0.6, 1.2, -1.1, -0.6, -0.9, -0.2, 0.4, 1.7, 2.4
> CCOC(=O)c1[nH]c(C)c(/C(O)=C2\C(=O)C(=O)N(CCCn3ccnc3)C2c2ccncc2)c1C (stereo not given)
→ 3.3, -1.1, -2.0, 0.1, -0.9, -2.4, 2.2, -0.2, 0.8, -0.3, -3.1
> COCCN(CCOC)Cc1c(O)ccc2c3c(c(=O)oc12)CCC3
→ i, 0.9, 1.3, 0.3, -1.3, 1.1, -4.5, 0.2, 2.3, 0.9, -3.1
> COc1cccc(NC(=O)c2cc(Cl)nnc2Cl)c1
→ -3.1, -2.5, -3.0, -1.7, -1.7, -8.3, 13.7, -2.3, -1.3, -1.7, -4.0
> CCCCOc1ccc(S(=O)(=O)N2CCCCCC2)cc1
→ 3.8, -1.5, -2.6, -1.4, -0.6, 4.1, -11.5, -1.2, 0.9, -1.1, 5.0
> O=C(Cc1ccccc1)NNC1=NS(=O)(=O)c2ccccc21
→ -3.9, 0.1, 7.6, -0.9, -0.8, -0.7, 4.9, 0.3, -3.1, 0.1, -1.0
> COc1cccc2cc(C(=O)NCc3ccccc3)c(=N)oc12
→ -16.9, 7.8, -0.7, -1.3, -1.3, 0.9, 3.9, -0.2, -1.3, -0.1, 2.1
> COc1cccc(C(=O)NC2CCN(CC(=O)Nc3cccc(C)c3C)CC2)c1
→ -5.0, 0.1, 3.2, -0.3, -2.1, 0.8, -3.1, -0.2, -2.7, -1.6, 8.4
> CCOC(=O)N1CCC(N2CCCC(C(=O)c3ccccc3OC)C2)CC1 (stereo not given)
→ 0.3, -1.8, -1.0, 2.6, -0.9, -0.2, 2.7, -0.3, 1.3, -1.7, 0.3

Results in Rev-erbA mod (2 entries from above):
mol,Rev-erbA mod
O=C(Cc1ccccc1)NNC1=NS(=O)(=O)c2ccccc21,-1.0
COc1cccc2cc(C(=O)NCc3ccccc3)c(=N)oc12,2.1
